Screening data as filed in PubChem.
tim10-1 inh = growth inhibitors of tim10-1 mutant yeast | S. cerevisiae tim10-1 ts strain growth, BacTiter-Glo, 24 h | inhibition, % at 20 µM | actives 2.2% (n = 330,000) | AID 463190;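 active = inhibition of at least 40%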;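 also: mutant grown at 25 °C; 0% = DMSO wells with yeast and 100% = wells holding no yeast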
mIAP activ = increases mouse intestinal alkaline phosphatase activity; muIAP, CDP-Star luminescence, 30 min; stronger effect = higher value; 1 = vehicle-only enzyme signal, 0 = enzyme-free wells; activation factor at 10 µM; actives 0.24% (n = 330,000); AID 2805;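 active = activation factor of at least 2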; also: the source names both 10 and 20 µM as test concentration; values of inactives mirror those of a sister screen read the other way
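System: Mouse IAP enzyme | Also added: CDP-Star substrate | Dosing: Compounds dispensed in DMSO | Schedule: 30 min enzyme-substrate-compound incubation at room temperature | Technique: Chemiluminescence readout | Control set: DMSO-only wells and no-enzyme negative control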
hIAP block = human IAP inhibition. purified IAP, CDP-Star luminescence, 30 min. actives 0.12% (n = 330,000). P09923. inhibition, % at 10 µM;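 active = inhibition reaching a set limit with compound at 10 µM in the primary screen, cut at about 35% in these data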;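 also: plate controls were DMSO wells with enzyme for no effect and no-enzyme buffer wells for full effect; values of inactives mirror those of a sister screen read the other way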
Target sequence (P09923 whole entry, looked up): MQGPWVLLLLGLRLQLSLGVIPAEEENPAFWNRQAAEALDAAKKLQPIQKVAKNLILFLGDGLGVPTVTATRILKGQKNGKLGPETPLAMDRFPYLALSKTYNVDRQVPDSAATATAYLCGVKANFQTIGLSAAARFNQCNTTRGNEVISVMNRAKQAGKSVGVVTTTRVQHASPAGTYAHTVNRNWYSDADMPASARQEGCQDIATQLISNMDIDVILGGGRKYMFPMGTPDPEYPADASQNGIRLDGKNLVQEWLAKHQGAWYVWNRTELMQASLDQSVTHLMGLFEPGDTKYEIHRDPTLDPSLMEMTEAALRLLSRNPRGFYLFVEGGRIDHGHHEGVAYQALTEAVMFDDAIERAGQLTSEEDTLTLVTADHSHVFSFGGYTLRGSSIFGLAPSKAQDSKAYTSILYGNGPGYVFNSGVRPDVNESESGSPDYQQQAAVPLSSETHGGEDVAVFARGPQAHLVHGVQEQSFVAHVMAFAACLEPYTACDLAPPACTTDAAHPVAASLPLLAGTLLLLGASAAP
NLRP3 yeast inh = NALP3 inhibition in yeast | Yeast reconstituted NLRP3/ASC/caspase-1, beta-gal luminescence, 24 h | inhibition, % at 10 µM | actives 0.39% (n = 330,000) | AID 2825;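 active = inhibition of 50% or more; inactive = inhibition below 50%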;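 also: plate controls were induced DMSO wells for no effect and uninduced yeast grown without galactose for full effect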
hIAP activ = human IAP activation | purified human IAP, CDP-Star luminescence, 30 min; stronger effect = higher value; 1 = vehicle-only enzyme, 0 = enzyme-free background | activation factor at 10 µM | actives 0.16% (n = 330,000) | AID 2524;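 active = activation factor of the enzyme at least 2-fold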; also: the source names both 10 and 20 µM as test concentration; values of inactives mirror those of a sister screen read the other way
mIAP block = mouse IAP inhibition | purified mouse IAP, CDP-Star luminescence, 30 min | AID 2806 | inhibition, % at 10 µM | actives 0.2% (n = 330,000);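 active = inhibition of at least 40% at 10 µM in the primary screen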;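 also: plate controls were DMSO with enzyme for no effect and no enzyme wells for full effect; values of inactives mirror those of a sister screen read the other way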
Apaf1 inhib = blocks human Apaf-1 apoptosome activity; O14727; AID 489030; actives 0.71% (n = 330,000); reconstituted apoptosome caspase-3 activity, DEVD-Rh110 fluorescence; inhibition, % at 20 µM; active = inhibition of at least 40% at 20 µM;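 also: plate controls were DMSO wells for no effect and DEVD-CHO caspase inhibitor wells for full effect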
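Assay system: Apoptosome proteins | Medium: pH 7.5 Hepes buffer with CHAPS, BSA, DTT | Also added: Cytochrome c and DEVD-Rh110 substrate | Times: 30 min plus 50 min, RT | Detection: Rhodamine 110 fluorescence at Ex 480/Em 540 nm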
TIM10 inh = TIM10 yeast growth inhibition | inhibition, % at 10 µM | AID 463195 | actives 1.4% (n = 330,000) | S. cerevisiae TIM10 strain growth, BacTiter-Glo luminescence, 24 h;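 active = inhibition of 40% or more at the single tested concentration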;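 also: wild-type TIM10 isogenic control strain grown at permissive 25 °C; 0% = DMSO yeast wells and 100% = minimal medium wells without yeast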
ATG4B inh = blocks human ATG4B protease cleavage of LC3 substrate; actives 0.51% (n = 340,000); ATG4B cleavage of LC3-PLA2, NBD-HPC fluorescence, 1 h; Q9Y4P1; inhibition, % at 8.33 µM; in the data active = inhibition above about 40%
Target sequence (Q9Y4P1 whole entry, looked up): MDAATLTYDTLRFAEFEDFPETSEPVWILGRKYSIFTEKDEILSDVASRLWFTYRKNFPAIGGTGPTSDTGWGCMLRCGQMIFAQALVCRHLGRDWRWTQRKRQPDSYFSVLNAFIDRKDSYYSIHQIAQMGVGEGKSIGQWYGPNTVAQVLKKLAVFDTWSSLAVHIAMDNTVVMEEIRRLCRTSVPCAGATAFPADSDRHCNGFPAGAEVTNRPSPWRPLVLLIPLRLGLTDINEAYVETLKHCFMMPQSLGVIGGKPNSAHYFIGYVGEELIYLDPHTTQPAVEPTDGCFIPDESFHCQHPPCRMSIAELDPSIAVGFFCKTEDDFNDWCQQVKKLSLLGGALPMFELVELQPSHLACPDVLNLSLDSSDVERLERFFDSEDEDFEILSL
Numbers without * were called inactive; i = inactive; nt = not tested or not shown.

Below each compound: mIAP block	mIAP activ	hIAP block	Apaf1 inhib	hIAP activ	NLRP3 yeast inh	ATG4B inh	tim10-1 inh	TIM10 inh
Cc1nc(N)ncc1Sc1ccc(Cl)cc1
 : -2	1	-2	2	1	33	-11	-22	-3
CCSc1nc2c(c(=O)[nH]1)C(c1ccncc1)C(C(=O)OC(C)C)=C(C)N2 (centres undefined)
 : 1	0.99	-3	3	1	14	-8	13	9
O=C1/C(=C/c2cccnc2)Cc2ccc(Cl)cc21
 : 0	1	5	14	0.95	-2	0	20	11
COc1ccc(C(=O)N/C(=C\c2ccccc2)C(=O)NCCCn2ccnc2)cc1
 : 4	0.96	8	-6	0.93	8	-3	2	7
Cc1ccc(-c2nnc(Sc3nc4ccccc4o3)c3ccccc23)cc1
 : 12	0.88	-3	-5	1	29	0	46*	48*
CN(C)N1C(N)=C(C#N)C(c2cccnc2)C2=C1CCCC2=O (centres undefined)
 : 4	0.96	4	0	0.96	-3	0	6	12
Cc1ccc(C(C(=O)NC(C)(C)C)N(CC2CCCO2)C(=O)c2csnn2)cc1 (centres undefined)
 : 4	0.96	-10	5	1.1	3	-7	-2	9
Oc1cc(Nc2ccccc2)cc2cccnc12
 : -2	1	-12	14	1.1	17	-4	20	5
CC(C)c1ccc(-c2nc(N3CCOCC3)[nH]c(=O)c2C#N)cc1
 : -1	1	5	-2	0.95	8	-8	1	0
Cc1cc(C)cc(N(CC(=O)N2CCN(Cc3ccccc3)CC2)S(=O)(=O)c2c(C)noc2C)c1
 : -15	1.1	4	5	0.96	0	-2	25	5
CC(C)OC(=O)c1cccc(-c2ccc(C=O)o2)c1
 : 8	0.92	-4	8	1	30	10	10	8
C=CCNC(=O)c1ccccc1NC(=O)Cc1ccccc1[N+](=O)[O-]
 : 2	0.98	-5	-9	1	0	3	0	8
O=C(CCN1CCOCC1)Nc1c(-c2ccccc2)c2cc(Br)ccc2[nH]c1=O
 : 4	0.96	5	-6	0.95	0	3	14	-4
Cc1nn(-c2ccccc2)c(Cl)c1C(=O)NNC(=O)c1ccccc1O
 : 22	0.78	-74	1	1.7	10	-1	11	12
C=CCOc1nc2c(c(=O)n(C)c(=O)n2C)n1Cc1ccccc1
 : -3	1	-10	-6	1.1	9	1	4	11
COC(=O)c1cccc(S(=O)(=O)N2CCC(C)CC2)c1
 : 8	0.92	-9	0	1.1	-2	-8	23	13
Cc1ccccc1NC(=O)CSc1nnc(-c2ccccc2)n1-c1ccccc1
 : 3	0.97	3	7	0.97	8	-10	11	5
Cc1cc(Nc2nc3c(c(=O)n(C)c(=O)n3C)n2C)n(-c2ccc(Cl)cc2)n1
 : -18	1.2	-10	5	1.1	11	1	7	-5
Cc1cc(-c2ccc(C)c(S(=O)(=O)N3CCN(C(=O)c4ccco4)CC3)c2)on1
 : 2	0.98	-11	4	1.1	14	-1	40	23
CCCCn1c(N)c(N(CCOC)C(=O)c2cc(-c3ccc(C)cc3)nc3ccccc23)c(=O)[nH]c1=O
 : -1	1	-1	18	1	8	-1	10	4

Overlap with the part before: 2 compounds; new compounds follow.
Below each compound: mIAP block	mIAP activ	hIAP block	Apaf1 inhib	hIAP activ	NLRP3 yeast inh	ATG4B inh	tim10-1 inh	TIM10 inh
Cc1cc(-c2ccc(C)c(S(=O)(=O)N3CCN(C(=O)c4ccco4)CC3)c2)on1
 : 2	0.98	-11	4	1.1	14	-1	40	23
CCCCn1c(N)c(N(CCOC)C(=O)c2cc(-c3ccc(C)cc3)nc3ccccc23)c(=O)[nH]c1=O
 : -1	1	-1	18	1	8	-1	10	4
Cc1c(Cl)c([N+](=O)[O-])nn1Cc1ccc(C(=O)N/N=C\c2cccc(Br)c2)o1
 : 0	1	-17	14	1.2	18	58*	12	-5
CCOc1ccc(S(=O)(=O)N2CCN(CC)CC2)cc1NC(=O)c1ccccc1F
 : 0	1	0	10	1	20	-1	-4	-15
CCOP(=O)(c1ccccc1)C(O)c1ccc([N+](=O)[O-])cc1 (centres undefined)
 : -5	1.1	2	6	0.98	7	-7	-1	-1
Cc1ccc(C2N(c3ccc(F)cc3)C(=O)C3CCCN32)cc1 (centres undefined)
 : 17	0.83	-2	-9	1	9	-3	-12	-1
O=C(Nc1ccnn1C1CCN(C2CCC2)CC1)c1cccc(F)c1
 : -3	1	-10	-6	1.1	2	-1	33	9
C1=CN2CCC1C(c1ccccc1)C2 (centres undefined)
 : -4	1	-3	-8	1	4	8	-1	-2
Nc1nc2sc3c(c2cc1C(=O)N1CCOCC1)CCCC3
 : 5	0.95	-16	2	1.2	6	-8	14	-9
C=C1CCc2c([nH]c3ccc(OCC(C)C)cc23)C1=O
 : 8	0.93	11	19	0.89	7	1	47*	38
Cc1cccc(N2CCN(C(=O)c3ccnn3C)CC2)c1C
 : 9	0.91	-18	-3	1.2	4	6	10	4
COc1ccc(S(=O)(=O)NC(C)C(=O)NCc2ccncc2)cc1Cl (centres undefined)
 : 0	1	11	2	0.89	12	-8	-15	5
CC(/C=C/c1ccccc1)NC(N)=O (centres undefined)
 : 6	0.94	12	-11	0.88	21	-3	-4	5
Cc1cc(C)nc(SCCCNCc2ccccc2)n1
 : 1	0.99	11	11	0.89	18	-3	8	-9
Cc1cccc(-n2c(O)c(C=NC3CCS(=O)(=O)C3)c3ccccc3c2=O)c1C (centres undefined)
 : 2	0.98	-6	-14	1.1	11	-2	11	5
CCOC(=O)Nc1ccc2c(c1)N(C(=O)CN)c1ccccc1CC2
 : -14	1.1	-42	25	1.4	14	6	4	3
Cc1nc([N+](=O)[O-])c(N2CCOCC2)n1Cc1ccccc1
 : -3	1	-3	4	1	14	-7	10	10
Cc1sc2nc(SCC(=O)Nc3c(C)n(C)n(-c4ccccc4)c3=O)n(C)c(=O)c2c1C
 : 15	0.85	3	5	0.97	8	-18	4	-2
Cc1ccc(S(=O)(=O)NCCC(=O)N2CCC(Cc3ccccc3)CC2)cc1
 : 4	0.96	-8	16	1.1	24	-5	-66	-273
COCC(=O)N(Cc1cc2ccc(C)cc2[nH]c1=O)c1ccccc1C
 : -6	1.1	-6	2	1.1	14	4	24	0
COc1ccc(OC)c(NC(=O)C2CC2c2ccccc2)c1 (centres undefined)
 : -2	1	2	16	0.98	14	-1	2	-1
COCCn1c(=NC(=O)CCS(=O)(=O)c2ccccc2)sc2ccccc21
 : -6	1.1	-13	12	1.1	12	-2	36	0

(cont.)
Below each compound: mIAP block	mIAP activ	hIAP block	Apaf1 inhib	hIAP activ	NLRP3 yeast inh	ATG4B inh	tim10-1 inh	TIM10 inh
O=S(=O)(c1cccc(C(F)(F)F)c1)N1CCN(c2cnccn2)CC1
 : -4	1	19	-23	0.81	0	4	25	12
CCOC(=O)CC1C(=O)NCCN1C(=O)c1c(F)cccc1F (centres undefined)
 : -2	1	-3	-10	1	4	-7	4	-8
O=C1CC(c2ccccc2)n2nc(NC(=O)c3ccccn3)nc2N1 (centres undefined)
 : -5	1	-137	9	2.4*	17	-2	2	2
Cc1ccc(C(=O)C[n+]2cccc3cc(C)ccc32)cc1
 : 3	0.97	0	-1	1	8	0	-6	16
COc1ccc2c(c1OC)C(=O)OC2Nc1nc(-c2ccc([N+](=O)[O-])cc2)cs1 (centres undefined)
 : 9	0.91	7	7	0.93	1	13	-11	-1
CC(NC(=O)C(=O)N1CCOCC1)C(c1cccs1)N1CCN(c2ccccc2)CC1 (centres undefined)
 : -2	1	-23	2	1.2	11	6	13	15
COc1ccc(-c2nnn(CC(=O)N3CCOCC3)n2)cc1
 : 1	0.99	-3	-13	1	21	-5	9	-1
O=C(CC1C(=O)NCCN1Cc1cccc(F)c1F)NCCCC1CCCC1 (centres undefined)
 : -4	1	-2	9	1	-1	-3	6	8
CC(C)C(NS(=O)(=O)c1cccc2nsnc12)C(=O)N1CCCCC1 (centres undefined)
 : 0	1	18	-13	0.82	8	5	26	14
Cc1ccc(S(=O)(=O)N2CCN(CC(=O)NC(=O)NCc3ccco3)CC2)cc1C
 : 6	0.94	2	5	0.98	3	-10	7	-11
O=C(Nc1nc2ccccc2s1)Nc1ccc([N+](=O)[O-])cc1Cl
 : 10	0.9	6	-4	0.94	22	nt	-19	-19
COc1ccc(CN2CCN(C(C)C(=O)N3CCc4ccccc43)CC2)cc1OC (centres undefined)
 : 1	0.99	0	6	1	8	-6	-11	-6
O=C(O)C1CCN(S(=O)(=O)c2cccs2)CC1
 : 8	0.92	-1	-2	1	19	6	4	-2
COc1ccc(C(=O)Nc2ccncc2)cc1S(=O)(=O)N1CCOCC1
 : -12	1.1	-1	-3	1	6	-3	-23	1
CCCNC(=O)N1CCN(C(c2ccccc2)c2ccccc2)CC1
 : 4	0.96	18	13	0.82	19	-4	17	17
COc1ccc(OCC(=O)NCc2cccnc2)cc1
 : 0	1	0	2	1	-6	3	15	3
COc1cccc(N2C(=O)C(c3ccccc3)=C(c3nc4ccccc4s3)C2NC(C)=O)c1 (centres undefined)
 : 8	0.93	8	9	0.92	2	-9	49*	39
O=C(Nc1ccccc1)Nc1nc(-c2ccccc2)cs1
 : -93	1.9	-10	9	1.1	17	0	5	11
O=C(O)c1cccc(NC(=S)NC(=O)C(c2ccccc2)c2ccccc2)c1
 : 6	0.94	1	5	0.99	19	6	8	20
O=C(COC(=O)CNC(=O)c1cccc([N+](=O)[O-])c1)NCc1ccco1
 : -10	1.1	-31	-6	1.3	5	-2	-4	6

Nothing new here: 2 of the compounds above.
Below each compound: mIAP block	mIAP activ	hIAP block	Apaf1 inhib	hIAP activ	NLRP3 yeast inh	ATG4B inh	tim10-1 inh	TIM10 inh
O=C(O)c1cccc(NC(=S)NC(=O)C(c2ccccc2)c2ccccc2)c1
 : 6	0.94	1	5	0.99	19	6	8	20
O=C(COC(=O)CNC(=O)c1cccc([N+](=O)[O-])c1)NCc1ccco1
 : -10	1.1	-31	-6	1.3	5	-2	-4	6

The results go on.
Below each compound: mIAP block	mIAP activ	hIAP block	Apaf1 inhib	hIAP activ	NLRP3 yeast inh	ATG4B inh	tim10-1 inh	TIM10 inh
COc1ccc(NC(=O)COC(=O)Cc2ccc(Br)cc2)cc1
 : -11	1.1	-15	8	1.2	14	6	0	6
CCC(OCC(O)CN1CCCCC1)c1ccccc1 (centres undefined)
 : -6	1.1	-21	i	1.2	12	-1	-21	-5
CCOC(=O)C1CCN(C(=O)CSc2nc(N)cc(=O)[nH]2)CC1
 : -2	1	-12	0	1.1	3	-9	-2	3
Cc1ccc(C(=O)Nc2cc3[nH]c(=O)oc3cc2C)cc1
 : 10	0.9	-6	6	1.1	14	-1	16	-14
O=C(/C=C/c1ccco1)NCc1ccc(F)cc1
 : 0	1	4	2	0.96	23	1	-10	-10
COc1ccc2nc(NC(=O)c3cccc(N4C(=O)CCC4=O)c3)sc2c1
 : -4	1	-20	4	1.2	4	-11	7	6
CCC(C(=O)OC(C)C(=O)Nc1ccc(Cl)cn1)c1ccccc1 (centres undefined)
 : 4	0.96	10	8	0.91	20	-7	25	2
CCOc1cc(CNc2ccc(S(N)(=O)=O)cc2)cc(Cl)c1OC
 : 0	1	7	3	0.93	-1	2	11	11
CC(=O)c1cc(F)c(N2CCCC2)cc1C
 : 8	0.92	5	2	0.95	45	-1	-12	-12
O=C(NCc1csc(-c2cccs2)n1)Nc1ccc(C(F)(F)F)cc1
 : 2	0.98	-8	-13	1.1	16	3	-1	1
O=C(Nc1ccccc1)O/N=C(\c1ccccc1)c1ccccn1
 : 2	0.98	24	-14	0.76	-1	9	11	-1
Cc1nn(CC(=O)Nc2c(F)cc(F)cc2Br)c(=O)c2cccn12
 : -1	1	6	5	0.94	11	16	-3	6
O=C(NC1CCCC1)C(c1ccc(Cl)cc1)N1CCOCC1 (centres undefined)
 : 8	0.93	18	3	0.82	3	-10	27	16
